NCI-60 one-dose screen, 48 h, at 10 µM unless noted. Numbers give growth in % (100 = growth as untreated, 0 = no growth, -100 = all killed).
CAKI-1 = CAKI-1 renal cancer; actives 4.7% (n = 75,000); AID 1794772
NCI-H522 = NCI-H522 lung cancer. actives 8% (n = 78,000). AID 1794739
NCI-H322M = NCI-H322M lung cancer | actives 2.7% (n = 80,000)
786-0 = 786-0 renal cancer cells | actives 5.1% (n = 81,000)
UO-31 = UO-31 renal cancer | AID 1794768 | actives 5.2% (n = 81,000)
TK-10 = TK-10 renal cancer cells. actives 3.9% (n = 81,000). AID 1794769
RXF 393 = RXF 393 renal cancer cells; actives 6.9% (n = 77,000); AID 1794773
ACHN = ACHN renal cancer; AID 1794771; actives 4.9% (n = 81,000)
NCI-H460 = NCI-H460 lung cancer. actives 6.8% (n = 82,000). AID 1794736
* = called active by the depositor; · = not tested or not shown. How the source made its calls: active means growth percent below 10; inactive means the rest.

Below each compound – TK-10, NCI-H322M, NCI-H460, RXF 393, 786-0, CAKI-1, UO-31, ACHN, NCI-H522
Cc1cc(CSc2ccccc2C(=O)NCc2ccccc2)on1
 : 99, ·, 101, 102, 109, 95, 87, 98, 92
COc1cc(/C=N/NC(=O)c2cn(C3CC3)c3c(OC)c(N4CC5CCCNC5C4)c(F)cc3c2=O)ccc1O (stereo not drawn)
 : 119, 55, -67*, ·, -62*, 83, 81, 35, 47
COc1ccc(/C=C2\N=C3SC=C(N)N3C2=O)cc1
 : 20, 47, 17, -21*, 33, -33*, -4.1*, 33, -55*
C=C1SC(=Nc2c(C)cccc2C)N(c2nc(Cl)nc(Cl)n2)C12CCCCC2
 : 108, 85, 110, 106, 100, 97, 76, ·, 83
COc1ccc2nc(-c3ccc(OC)c(OC)c3)cc(-c3nnc(SCC(=O)Nc4ccc(/C(C)=N\O)cc4)n3-c3ccccc3)c2c1
 : 66, 84, 90, 79, 89, ·, 54, 75, 42
CC(C(=O)c1c([O-])on[n+]1-c1ccccc1)n1ccnc1 (stereo not drawn)
 : 116, 83, 104, ·, 104, 97, 70, 92, ·
Cn1cc2c(c1)-c1[nH]c(=O)ncc1CC2
 : 155, 157, 115, 117, 102, 87, 95, 108, 106
O=C1/C(=C\c2ccc3nccnc3c2)SC(=S)N1CCc1ccc(O)cc1
 : 68, 103, 102, 93, 61, 79, 50, 94, 66
S=c1[nH]nc(-c2ccncc2)n1-c1ccc(Cl)cc1
 : 102, 97, 101, 108, 103, 93, 84, 94, 97
COc1cc(-c2n/c(=C\c3c(O)[nH]c4ccccc34)cc3c2=Nc2ccccc2-3)cc(OC)c1OC
 : 58, 47, 3.3*, -22*, 17, 30, 34, 37, -7.7*
O=C(/C=C/c1ccc(Cl)cc1)n1nnnc1-c1ccccc1
 : 97, 104, 110, 116, 99, 90, 71, 90, 86
Nc1ncnc2c1ccn2-c1cccc(NC(=O)NS(=O)(=O)c2ccc(Cl)cc2)c1
 : ·, 111, 107, 118, 108, 89, 103, 99, 109
O=C(Cc1ccccc1)C(F)(F)F
 : 103, 94, 103, 104, 94, 90, 94, 106, 107
O=C(/C=C/c1ccc(Cl)cc1)c1cccc(OCCCOc2cccc(C(=O)/C=C/c3ccc(Cl)cc3)c2)c1
 : 96, 103, 102, 106, 102, 95, 86, 100, 96
O=C(NCCOCCOCCOCCNC(=O)c1cc2c(o1)C(=O)c1ccccc1C2=O)NC12CC3CC(CC(C3)C1)C2
 : -3.9*, -60*, -71*, -53*, 3.5*, -5.4*, -59*, 0.5*, -28*

Record cards, as listed above. Screens in order: TK-10, NCI-H322M, NCI-H460, RXF 393, 786-0, CAKI-1, UO-31, ACHN, NCI-H522
COc1cc(-c2n/c(=C\c3c(O)[nH]c4ccccc34)cc3c2=Nc2ccccc2-3)cc(OC)c1OC reads 58, 47, 3.3*, -22*, 17, 30, 34, 37, -7.7*
C=C1SC(=Nc2c(C)cccc2C)N(c2nc(Cl)nc(Cl)n2)C12CCCCC2 reads 108, 85, 110, 106, 100, 97, 76, ·, 83
Nc1ncnc2c1ccn2-c1cccc(NC(=O)NS(=O)(=O)c2ccc(Cl)cc2)c1 reads ·, 111, 107, 118, 108, 89, 103, 99, 109

(more compounds)
Below each compound – TK-10, NCI-H322M, NCI-H460, RXF 393, 786-0, CAKI-1, UO-31, ACHN, NCI-H522
COc1cc(N=Nc2ccc(O)c3ncccc23)c2ncccc2c1
 : 69, 56, 17, 53, 24, 17, 17, 4.5*, 16
COc1ccc(-c2nc(SCCC(C)C)nc(N/N=C\c3ccc([N+](=O)[O-])cc3)c2C#N)cc1
 : 138, 82, 43, 94, 88, 75, 86, 57, 42
Cc1cc(Cc2cc(C)c(O)c(CO)c2)cc(CO)c1O
 : 96, 112, 111, 115, 103, 120, 91, 104, 95
COc1cc(C(=O)OCCN2CCN(C)CC2)cc(OC)c1OC
 : 99, 104, 103, 103, 110, 103, 98, 102, 86
CCOP(=O)(Nc1cccc2oc(=O)c3ccccc3c12)OCC
 : 128, 91, 104, 96, 107, 87, 60, 92, 85
N[C@H](CC1CC1)C(=O)N[S@@](=O)c1scc(Cl)c1Cl
 : 95, 101, 107, 115, 94, 93, 86, 99, 85
C/C(=N\Nc1cc(C)nc2ccc(Br)cc12)c1ccccc1
 : 105, 94, 85, 90, 88, 83, 61, 92, 94
CCCCCCCCCCCc1nc(-c2cc(OC)c(OC)c(OC)c2)no1
 : 103, 97, 102, 103, 104, 88, 77, 98, 91
O=C(NCCCOc1ccc([N+](=O)[O-])cc1Cl)OCc1ccccc1
 : 107, ·, 106, 101, 106, 90, 97, 109, 107
C[C@]12CC[C@@H](O)C[C@H]1CC[C@@H]1[C@@H]2CC[C@@]2(C)[C@H]1CC[C@]2(O)C(=O)CO
 : 105, 101, 98, 104, 105, 97, 98, 103, 105
CCCCCCCCCCCC1=NC(C)(COC(=O)c2ccccc2)CO1 (stereo not drawn)
 : 112, 113, 107, 106, 95, 93, 95, 100, 91
Cc1nc2cc(Nc3nc(Nc4ccc(F)cc4)nc(Nc4c(F)cccc4F)n3)ccc2n1Cc1ccccc1
 : 113, 92, 99, 97, 81, 97, 71, 98, 85
CCCCCC(=O)Oc1ccccc1OC
 : 85, 101, 109, 102, 105, 102, 93, 104, 99
Cn1c2ccccc2c2c(OC(=O)c3ccccc3)c3c(nc21)-c1ccccc1C3
 : 124, 93, 105, 109, 97, ·, 80, 97, 58
CCOC(=O)c1c[nH]c2c(Cl)c3nnn(OCC)c3cc2c1=O
 : 150, 101, 103, 139, 117, 96, ·, 109, ·
CCOC(=O)c1cn[nH]c1C
 : 114, 124, 113, 113, 100, ·, 95, 102, 126
Cc1ccc(S(=O)(=O)N/N=C/c2ccc([N+](=O)[O-])cc2)cc1
 : 108, 100, 113, 106, 108, 95, 88, 105, 94
CCNC(=O)COc1ccccc1/C=N/N1C(=S)NC2C1N(C)C(=O)N2C (stereo not drawn)
 : 107, 97, 100, 93, 100, 93, 83, 95, 78
CCOC(=O)C1C(=O)C(=O)N(C(C)C)C1C(=O)OCC (stereo not drawn)
 : 99, 104, 106, 105, 107, 105, 86, 94, 118
Nc1ncc(-c2ccc3ncnc(N4CCc5ccc(Cl)cc54)c3c2)cc1C(F)(F)F
 : -3.6*, 7.3*, 18, -39*, 8.6*, -9.8*, -12*, 11, 14
COc1ccc(-n2cc3c(c2-c2ccccc2)CCc2cnoc2-3)cc1
 : 111, 106, 96, 95, 94, 69, 67, 84, 79
O=C(c1ccc(O)cc1)[C@@H]1[C@@H]2CCCN2[C@]2(C(=O)Nc3ccccc32)[C@H]1c1ccc(F)cc1
 : 143, 95, 103, 109, 101, 83, 70, 87, 98
Cc1ccc(CNc2ccc3nc(CCC(C)C)[nH]c3c2)cc1
 : 113, 100, 106, 96, 84, 89, 69, 99, 84
COc1ccc(-c2nc3c(c(=O)[nH]2)C(c2ccc(Cl)cc2)c2sc4c(C)cccc4c2O3)cc1 (stereo not drawn)
 : 158, 89, 101, 99, 109, 72, 70, 97, 87
CCCCCOC(=O)c1ccccc1O
 : 99, 101, 108, 123, 94, ·, 91, 107, 87
CC1=CC(c2cccs2)N2C=CSC2=N1 (stereo not drawn)
 : 107, 113, 103, ·, 103, 95, 92, 106, 98
O=C1CCC23C=CC(O2)C(O)c2ccccc2N13 (stereo not drawn)
 : 101, 105, 110, 111, 98, ·, 80, 97, 82
CC(=O)C1=CC=C(c2cc3cc(Br)ccc3oc2=O)NC1C (stereo not drawn)
 : 128, 103, 51, 99, 97, 97, 89, 107, 89
CCOC(=O)c1[nH]c(C(=O)O)c(OC(=O)CC)c1C
 : 100, 98, 100, 137, 104, 84, 97, 100, 93
O=C(O)Cc1ccccn1
 : 105, 102, 108, 133, 102, 94, 95, 105, 100
CC/C(=C(\c1ccc(OCCN2CCCCC2)cc1)c1ccc(OC(=O)Cc2ccccc2)cc1)c1ccccc1
 : 100, 102, 104, 87, 102, 91, 86, 99, 93
O=C(CSc1nnc(-c2c[nH]c3ccccc23)o1)Nc1cc([N+](=O)[O-])ccc1F
 : 180, 150, 113, 109, 98, 97, 89, 115, 86
CCCCSc1nc2c([nH]1)c(=S)n(C)c(=O)n2C
 : 116, 92, 98, 115, 106, ·, 86, 109, 69
COC1=C(C)C(=O)c2c(c(CCCl)c3n2CCC3OC(C)=O)C1=O (stereo not drawn)
 : -38*, -15*, -14*, -54*, -32*, 0.7*, -61*, -3.9*, -57*
S=c1[nH]c2ccccc2c2ccccc12
 : 126, 103, 105, 93, 103, 105, 81, 97, 89
COc1ccc(C2CC(c3ccc(N)cc3)=NN2C(=O)c2cc(-c3ccccc3)nc3ccccc23)cc1OC (stereo not drawn)
 : 92, 93, 96, 101, 84, 93, 71, 95, 80
O=C1NNC(=O)C2C3C=CC(O3)C12 (stereo not drawn)
 : 109, 87, 109, 117, 107, 95, 99, 108, 95
O=C(c1ccccc1)C(c1ccccc1)C(Cl)c1ccccc1 (stereo not drawn)
 : 118, 92, 89, 110, 93, 71, 72, 93, 87
CC1(C)OCC(C2OC3OC(C)(C)OC3C2O)O1 (stereo not drawn)
 : 94, 101, 104, 108, 98, 90, 95, 106, 97
Cc1nc(C)c(C(=O)O)cc1C(=O)O
 : 112, 126, 112, 117, 112, 100, 97, 104, 108
Cc1c(C(N)=O)sc2c1c(=O)n(Cc1ccccc1)c1nnc(S(C)(=O)=O)n21
 : 93, 107, 91, 49, 108, 87, 86, 100, ·
CCCCCCCCSCc1ccc(Nc2ccc(Nc3ccc(CSCCCCCCCC)cc3)cc2)cc1
 : 102, 118, 110, 126, 101, ·, 67, 111, 98
COc1cc(C2CC(c3ccc(Cl)cc3)=NN2c2ccc(Cl)cc2)cc(OC)c1OC (stereo not drawn)
 : 98, 91, 97, 90, 99, 82, 77, 86, 89
COc1ccc(N2CC(c3nc4ccccc4o3)CC2=O)cc1 (stereo not drawn)
 : 110, 94, 102, ·, 104, 97, 79, 92, ·
Cc1cc(Br)c2nsnc2c1[N+](=O)[O-]
 : 36, 88, 2.0*, 48, 18, -34*, 40, 36, -40*
COc1cc2nc(SCC(=O)NNS(=O)(=O)c3ccccc3)n(-c3ccc(Cl)cc3)c(=O)c2cc1OC
 : 117, 96, 97, 96, 94, 83, 70, 93, 84
COc1cc2oc(-c3cccc(NC(=O)[C@@H](N)Cc4ccccc4)c3)cc(=O)c2c(OC)c1OC
 : 108, 105, 104, 113, 98, 87, 77, 95, 101
N=C(N)SC1c2cc(Cl)ccc2-c2c(Cl)cc(Cl)cc21 (stereo not drawn)
 : 108, 92, 106, 93, 99, 96, 66, 88, 89
O=C(CCCCCCCCCCBr)OCc1ccccc1
 : 117, 112, 120, 127, 115, 96, 79, 115, 100
CC1SC(c2ccccc2[N+](=O)[O-])N(NC(=O)CCC(=O)c2nc3ncccc3[nH]2)C1=O (stereo not drawn)
 : 113, 92, 98, 95, 95, 84, 68, 95, 91
Cc1ccc(C(C)C)c(OCCOCCCl)c1
 : 106, 101, 102, 99, 99, 90, 93, 100, 80
CC(C)CC(=O)OC1CCC(C2CCCCC2)CC1 (stereo not drawn)
 : 93, 99, 105, 100, 90, ·, 85, 107, 83
Cc1ncc(CCO)c2c1OC(C)(C)OC2
 : 112, 94, 106, 110, 99, 98, 84, 107, 103
CC(=O)N1C/C(=C/c2ccc(Cl)cc2)C(=O)/C(=C/c2ccc(Cl)cc2)C1
 : -16*, -9.2*, -14*, -93*, -59*, -15*, -89*, -46*, -66*
N#CCCNC(=O)Nc1ccccc1
 : 105, 109, 110, 118, 98, 82, 102, 100, 104
CSc1c(-c2nc3ccccc3s2)c(N)nc2c(C#N)c(Nc3ccc(Cl)cc3)nn12
 : 118, 98, 100, 98, 97, 90, 76, 101, 94
O=C(Nc1ccc(-n2ccc3c(NC(=O)c4ccccc4)ncnc32)cc1)Nc1cccc(Cl)c1Cl
 : ·, 44, -48*, -76*, 6.4*, -26*, -80*, -20*, -32*
OCCN(CCO)Cc1nc2ccccc2[nH]1
 : ·, 86, 102, 102, 107, 101, 91, 93, 108
N/C(=N\C(N)=N\c1nc2ccccc2s1)c1ccccn1
 : 113, 95, 102, 116, 97, 95, 99, 108, 99

Seven successive records out of the list so far, for reference:
Below each compound – TK-10, NCI-H322M, NCI-H460, RXF 393, 786-0, CAKI-1, UO-31, ACHN, NCI-H522
Cc1ncc(CCO)c2c1OC(C)(C)OC2
 : 112, 94, 106, 110, 99, 98, 84, 107, 103
CC(=O)N1C/C(=C/c2ccc(Cl)cc2)C(=O)/C(=C/c2ccc(Cl)cc2)C1
 : -16*, -9.2*, -14*, -93*, -59*, -15*, -89*, -46*, -66*
N#CCCNC(=O)Nc1ccccc1
 : 105, 109, 110, 118, 98, 82, 102, 100, 104
CSc1c(-c2nc3ccccc3s2)c(N)nc2c(C#N)c(Nc3ccc(Cl)cc3)nn12
 : 118, 98, 100, 98, 97, 90, 76, 101, 94
O=C(Nc1ccc(-n2ccc3c(NC(=O)c4ccccc4)ncnc32)cc1)Nc1cccc(Cl)c1Cl
 : ·, 44, -48*, -76*, 6.4*, -26*, -80*, -20*, -32*
OCCN(CCO)Cc1nc2ccccc2[nH]1
 : ·, 86, 102, 102, 107, 101, 91, 93, 108
N/C(=N\C(N)=N\c1nc2ccccc2s1)c1ccccn1
 : 113, 95, 102, 116, 97, 95, 99, 108, 99

Compound activity (PubChem BioAssay)
